# Assay outcomes deposited in PubChem BioAssay by several laboratories.
# VLA-4 inh: inhibition in human VLA-4 binding assay, primary screen, VLA-4 allosteric modulator project, MLPCN library, flow cytometry, VLA-4 expressing cells; 0.2% of 330,000 active; Integrin alpha-4 (Homo sapiens), P13612; inhibition, % (about 7 µM as worked out from the volumes in the protocol); ligand binding flow cytometry; in the data active means inhibition above about 50%
# AGP1-GFP MLPCN: modulators of AGP1-GFP expression in yeast TOR pathway, primary screen, cell-based, multiplex flow cytometry, S. cerevisiae, MLPCN library. 3 h; GFP as percent of DMSO wells. GFP response vs DMSO, % at 10 µM. 0.02% of 320,000 active;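 active means GFP response relative to DMSO above a set limit, near screen average plus 3 SD, cut at about 150% in these data; inconclusive means fewer than 70 cells counted for the yeast strain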;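 further: median GFP channel fluorescence of the gated AGP1 strain per well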
# MCL1 BIM primary: inhibitors of MCL1 binding to BIM-BH3, primary screen, biochemical, fluorescence polarization. Induced myeloid leukemia cell differentiation protein Mcl-1 (Homo sapiens), Q07820. GST-MCL1 / FITC-Bim-BH3 fluorescence polarization. inhibition, % at 10.9 µM. 0.68% of 320,000 active. AID 2057, 2009;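 active means inhibition above the mean inhibition of all tested compounds plus 3 SD, set per campaign, cut at about 40% in these data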;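 further: 0% = DMSO wells and 100% = unlabeled Bim-BH3 peptide control; higher means more loss of mP so more displacement of Bim peptide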
# Target sequence (Q07820 whole entry, looked up): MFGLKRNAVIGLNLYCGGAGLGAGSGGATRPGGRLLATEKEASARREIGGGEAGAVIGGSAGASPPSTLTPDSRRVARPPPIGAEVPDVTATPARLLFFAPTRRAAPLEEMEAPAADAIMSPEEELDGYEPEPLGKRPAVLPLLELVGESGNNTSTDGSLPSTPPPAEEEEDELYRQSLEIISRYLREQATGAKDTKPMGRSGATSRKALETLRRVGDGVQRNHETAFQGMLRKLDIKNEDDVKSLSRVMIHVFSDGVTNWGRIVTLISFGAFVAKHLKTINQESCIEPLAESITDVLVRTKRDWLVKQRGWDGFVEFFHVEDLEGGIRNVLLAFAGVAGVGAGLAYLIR
# GLD-1 RNA inh: GLD-1/TGE RNA complex disruptors, primary screen, biochemical, fluorescence polarization; Female germline-specific tumor suppressor gld-1 (Caenorhabditis elegans), Q17339; purified GLD-1 + fluorescein TGE RNA; inhibition, % at 5.96 µM; 0.44% of 320,000 active; AID 2280, 2010;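 active means percent inhibition above a per-plate cutoff, the plate mean of test compounds plus 3 SD, cut at about 30% in these data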;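 further: 0% = DMSO wells with GLD-1 and probe and 100% = wells lacking GLD-1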
# MEX-5 binding: MEX-5 zinc finger RNA-binding disruptors – biochemical, C. elegans, fluorescence polarization, MLPCN library, primary screen; Zinc finger protein mex-5 (Caenorhabditis elegans), Q9XUB2; MEX-5/FITC-TCR2 RNA binding; active compounds read low; activity score (negative = inhibition of binding), % at 10 µM; 0.38% of 300,000 active; AID 1832, 2009;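 active means inhibition past about -25% in most replicates, and total fluorescence under double the plate's negative control median, limit read from the data; inconclusive means replicates evenly split on the limit, or fluorescence at least double controls; inactive means too little inhibition in most replicates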;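 further: 0% = DMSO and -100% = 5 µM competing unlabeled TCR2 RNA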
# Target sequence (Q9XUB2 whole entry, looked up): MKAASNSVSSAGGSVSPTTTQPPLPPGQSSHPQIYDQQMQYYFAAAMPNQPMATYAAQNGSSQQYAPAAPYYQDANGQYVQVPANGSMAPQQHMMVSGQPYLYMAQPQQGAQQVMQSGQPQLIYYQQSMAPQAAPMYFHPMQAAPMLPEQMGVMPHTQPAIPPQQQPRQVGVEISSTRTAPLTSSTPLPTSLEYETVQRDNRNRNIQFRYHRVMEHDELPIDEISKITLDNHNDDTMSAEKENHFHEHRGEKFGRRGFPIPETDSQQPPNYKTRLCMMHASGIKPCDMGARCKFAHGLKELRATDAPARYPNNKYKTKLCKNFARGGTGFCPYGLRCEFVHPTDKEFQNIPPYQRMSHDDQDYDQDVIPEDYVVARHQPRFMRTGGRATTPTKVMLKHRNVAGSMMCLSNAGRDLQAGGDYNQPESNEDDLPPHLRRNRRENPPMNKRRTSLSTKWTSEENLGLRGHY
# GRK2 inh: compounds blocking aptamer binding on GRK2 – biochemical, human GRK2, bead flow cytometry, HTS, primary screen; Beta-adrenergic receptor kinase 1 (Homo sapiens), P25098; FAM-aptamer displacement from GRK2; inhibition of aptamer binding, % at 10 µM; 0.59% of 330,000 active; AID 488847, 2010;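 active means inhibition of aptamer binding above 40%, roughly 3 SD of noise, on plates passing a quality check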;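 further: median bead fluorescence of bound FAM aptamer so fluorescent compounds give negative values; no value below 0 was filed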
# CIT2-GFP yeast: modulators of CIT2-GFP expression in yeast, primary screen, S. cerevisiae, GFP fusion, multiplex flow cytometry, MLPCN library; S. cerevisiae CIT2-GFP strain, 3 h; 100 means same as DMSO wells; GFP response vs DMSO, % at 10 µM; 0.065% of 320,000 active; AID 2029, 2009;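 active means GFP response relative to DMSO above a set limit, near the screen mean plus 3 SD, cut at about 150% in these data; inconclusive means Fewer than 70 cells measured for a yeast strain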;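 further: ratio of well median GFP fluorescence to mean of DMSO wells on the plate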
# Yeast superoxide: reduction of superoxide in aged yeast, primary screen, HTS | S. cerevisiae aged cells, superoxide DHE fluorescence; active compounds read low | superoxide response (% of plate mean), % at 10 µM | 0.18% of 330,000 active;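 active means superoxide response under a set limit, about three screen SD below normal, cut at about 65% in these data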;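 further: yeast aged for seven days with compound at 30 °C before DHE staining; 100% = average MFI of all compound-treated wells on the plate with controls excluded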
# BCLXL inh: inhibitors of human Bcl-xL, primary screen, biochemical, fluorescence polarization, HTS; Bcl-2-like protein 1 (Homo sapiens), Q07817; GST-Bcl-xL / FITC-Bim BH3 peptide fluorescence polarization; inhibition, % at 10.9 µM; 0.7% of 320,000 active; AID 2129, 2009;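 active means inhibition above the mean of all tested compounds plus 3 SD, cutoff set per campaign, cut at about 30% in these data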;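 further: 0% = DMSO wells and 100% = unlabeled Bim-BH3 peptide competitor; inhibitors lower millipolarization by displacing the labeled peptide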
# Target sequence (Q07817 whole entry, looked up): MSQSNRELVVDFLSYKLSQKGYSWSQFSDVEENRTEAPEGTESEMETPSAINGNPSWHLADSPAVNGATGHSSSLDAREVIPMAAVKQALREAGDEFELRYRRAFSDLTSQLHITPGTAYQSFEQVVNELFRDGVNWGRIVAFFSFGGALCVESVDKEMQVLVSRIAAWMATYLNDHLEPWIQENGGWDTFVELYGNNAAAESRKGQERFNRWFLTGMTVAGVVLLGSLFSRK
# Starred values were filed as active, the others as inactive; ? = inconclusive; · = no result given; [ ] = remark or other dose. Outcome played no part in choosing rows. About 2.1% of those tested had a hit in this group.
entry	Compound	MCL1 BIM primary	MEX-5 binding	BCLXL inh	CIT2-GFP yeast	GRK2 inh
1	c1ccc(Cn2c(CNc3nc4ccccc4n3CCN3CCOCC3)nc3ccccc32)cc1	4	5.6	6	99	0
2	NC(=O)C1(N2CCCCC2)CCN(C(=S)Nc2ccccc2)CC1	4	0.3	1	100	0
3	CC1(C)C2CCC1(C)C(NC1=NCCC1)C2 (stereo not given)	2	1.7	5	110	3
4	CCc1nnc(NC(=O)c2oc3ccccc3c2COC(C)C)s1	·	·	·	98	1
5	COCCNC(=O)CS(=O)Cc1nc(-c2ccc(OC)cc2)oc1C (stereo not given)	3	1.1	-1	128	1
6	O=C(COc1ccc(Cl)cc1)NC1CCSC1=O (stereo not given)	-4	0.2	0	101	0
7	CC(C)C[C@@]12C(=O)N(c3cccc(Cl)c3)C(=O)N1[C@H](c1ccc(Br)cc1)[C@@H]1C(=O)N(C(C)(C)C)C(=O)[C@@H]12	-4	·	0	99	3
8	COc1ccc(NC(=O)CN2CCN(CC#N)CC2)cc1	-7	2.6	4	102	1
9	O=C(O)[C@@H](O)c1ccccc1	-12	0.7	0	112	0
10	COCc1ccc(C(=O)N2CCC(CCC(=O)Nc3cccc(C)c3)CC2)s1	0	2.2	8	101	0
11	CCCn1nnnc1SCC(=O)NNC(=O)c1ccco1	7	-3.3	4	105	0
12	CCc1ccc(OC(C)C(=O)Nc2ccc(S(=O)(=O)Nc3nccs3)cc2)cc1 (stereo not given)	6	-2.4	3	106	5

entry	GLD-1 RNA inh	Yeast superoxide	AGP1-GFP MLPCN	VLA-4 inh
1	3	116	98	-3
2	5	97	94	14
3	5	104	107	-2
4	-3	125	100	-4
5	-2	114	111	-5
6	-4	98	100	22
7	0	85	103	0
8	-7	114	100	14
9	-19	101	89	-6
10	1	101	98	4
11	6	76	93	6
12	0	83	106	5

# Following part.
entry	Compound	MCL1 BIM primary	MEX-5 binding	BCLXL inh	CIT2-GFP yeast	GRK2 inh
13	CN1CCN(c2ccccc2NC(=O)c2ccc(-c3ccccc3[N+](=O)[O-])o2)CC1	5	-2.2	6	107	0
14	Cc1ccc2c(c1)c1c(n2CC(O)CN2C(=O)CNC2=O)C(=O)CCC1 (stereo not given)	8	2.0	4	96	1
15	O=C1CC(C(=O)Nc2ccccc2)N=C(N2CCOCC2)N1 (stereo not given)	-2	0.7	-5	108	0
16	Cc1cc(C)nc(NC=C2C(=O)OC(C)(C)OC2=O)n1	3	-1.2	4	101	2
17	CC(C)C[C@H](N)c1nnc(S(=O)(=O)Cc2ccc(F)cc2)o1	0	1.1	2	82	0
18	Cc1cc(C)c2nc(NCCCNC(=S)NCCCN(C)C)c(C#N)cc2c1	1	0.1	3	?	0
19	Cc1cc(N2CCN(Cc3ccc4c(c3)OCO4)CC2)n2ncnc2n1	1	-1.1	5	97	0
20	COc1cccc(NC(=O)COC(=O)c2ccccc2C(=O)N2CCN(c3ccccc3)CC2)c1	50*	-3.0	49*	101	0
21	CCOCCCNC(=O)c1c[nH]c2cc(C)ccc2c1=O	5	-0.3	8	103	3
22	COC(=O)Cn1ncc2c(C)n(Cc3ccccc3)c(C)c2c1=O	4	-1.6	2	86	1
23	CCOc1ccc(N(CC(=O)Nc2c(C)n(C)n(-c3ccccc3)c2=O)S(=O)(=O)c2ccc(F)cc2)cc1	·	1.6	·	103	0
24	COc1ccc(CNC(=O)c2ccc(CS(=O)(=O)c3ccccc3C)o2)cc1	2	-2.4	2	111	2

entry	GLD-1 RNA inh	Yeast superoxide	AGP1-GFP MLPCN	VLA-4 inh
13	1	106	118	21
14	5	97	101	32
15	-1	92	105	0
16	5	105	103	2
17	1	91	86	17
18	1	116	22[may fluoresce violet]	26
19	3	123	97	26
20	44*	95	109	12
21	7	88	106	-2
22	4	91	92	7
23	·	86	89	3
24	7	96	102	-3

# Further compounds:
entry	Compound	MCL1 BIM primary	MEX-5 binding	BCLXL inh	CIT2-GFP yeast	GRK2 inh
25	O=C(O)CC1(CC(=O)Nc2ccc3c(c2)C(=O)OC3)CCCCC1	-1	3.1	0	100	0
26	COc1ccc(NC(=O)CSCC(=O)NCCc2ccccn2)cc1	-6	0.3	-1	80	0
27	CN(CC(=O)NC(=O)NCc1ccccc1)Cc1cccc(Cl)c1Cl	4	-1.0	3	91	3
28	O=S(=O)(NCc1cn2ccsc2n1)c1ccc(Oc2ccccc2)cc1	7	-0.3	2	105	3
29	COc1ccc(CCN(C)C(=O)COc2cccc(-n3cnnn3)c2)cc1OC	·	·	·	124	0
30	O=C(COC(=O)/C=C/c1ccc(F)cc1)Nc1ccc(Cl)cn1	-6	3.0	-3	101	4
31	NC(=O)[C@@H]1CCCNc2c(I)cc([N+](=O)[O-])cc2C(=O)N[C@@H](CO)C(=O)NCC(=O)N1	-3	·	3	113	5
32	Cc1ccccc1NC(=O)NCc1ccc2c(c1)OCO2	5	-1.0	9	103	0
33	Cc1nc(CN2CCN(C(=O)c3ccc(Br)cc3)CC2)cs1	3	-4.2	2	86	0
34	CN(C)S(=O)(=O)c1ccc(C(=O)OCC(=O)N2CC3(C)CC2CC(C)(C)C3)cc1 (stereo not given)	·	·	·	87	6
35	Cc1ccc(S(=O)(=O)NNC2=NCCCCC2)cc1	3	0.1	3	98	0
36	OCCSc1nc(-c2cccnc2)nc2ccccc12	-6	-4.5	-3	93	0

entry	GLD-1 RNA inh	Yeast superoxide	AGP1-GFP MLPCN	VLA-4 inh
25	-2	118	107	2
26	3	116	91	3
27	7	111	99	0
28	4	88	105	-5
29	0	132	100	-8
30	2	125	105	9
31	3	95	100	2
32	5	105	101	2
33	2	116	86	13
34	8	91	97	24
35	4	99	98	-10
36	1	103	101	21

# Continuation.
entry	Compound	MCL1 BIM primary	MEX-5 binding	BCLXL inh	CIT2-GFP yeast	GRK2 inh
37	O=C(NC1CCNCC1)C1CC1	2	-0.9	3	91	0
38	CC(=O)Oc1cccc(-c2nc3ccccc3c(=O)o2)c1	1	1.6	0	88	1
39	CCn1cc(C(=O)O)c(=O)c2cc(F)c(N3CCN(C(=S)NC(=O)c4ccccc4)CC3)cc21	1	·	2	103	0
40	Cc1ccc2c(c1)-c1c(cnn1CC(=O)O)CO2	2	5.8	1	98	0
41	C[C@H](NC(=O)C1CC(=O)N(c2ccc3c(c2)OCO3)C1)C(=O)NC1CCCC1 (stereo not given in full)	1	-2.4	5	109	2
42	CSc1ccc(/C=C(/NC(=O)c2ccccc2)C(=O)N2CCN(C)CC2)cc1	-1	-0.4	10	88	4
43	C/[N+]([O-])=C\c1ccc([N+](=O)[O-])o1	31	-4.0	26	85	5
44	Cc1c(C(=O)Nc2c(C)n(C)n(-c3ccccc3)c2=O)oc2ccccc12	-1	0.7	0	·	2
45	CCc1ccc(NC(=O)c2cccc(C(=O)Nc3ccc(CC)cc3)n2)cc1	5	-5.1	1	97	0
46	Cc1ccc2[nH]c3c(c2c1)CCCC3=O	-5	-1.8	3	94	2
47	CC(C)(C)OC(=O)N1CCC(CC2CC(c3ccccc3)=NO2)(C(=O)NCc2ccccc2)CC1 (stereo not given)	11	·	10	95	0
48	COc1cccc(N2CCN(C(=O)c3cccc(NC4=NC5CS(=O)(=O)CC5S4)c3)CC2)c1 (stereo not given)	8	-3.3	9	109	0

entry	GLD-1 RNA inh	Yeast superoxide	AGP1-GFP MLPCN	VLA-4 inh
37	-4	98	91	15
38	3	92	88	0
39	-4	92	104	4
40	-1	100	96	-10
41	-3	113	113	-106
42	1	96	99	0
43	11	106	77	-2
44	4	100	104	10
45	2	99	89	11
46	4	83	93	-6
47	-12	107	97	23
48	1	108	104	-40

# Reformatted with two lines to a compound: 2 of the compounds above
# Each structure is followed by: MCL1 BIM primary, MEX-5 binding, BCLXL inh, CIT2-GFP yeast, GRK2 inh, GLD-1 RNA inh, Yeast superoxide, AGP1-GFP MLPCN, VLA-4 inh
43	C/[N+]([O-])=C\c1ccc([N+](=O)[O-])o1
→ 31, -4.0, 26, 85, 5, 11, 106, 77, -2
44	Cc1c(C(=O)Nc2c(C)n(C)n(-c3ccccc3)c2=O)oc2ccccc12
→ -1, 0.7, 0, ·, 2, 4, 100, 104, 10

# New compounds follow.
entry	Compound	MCL1 BIM primary	MEX-5 binding	BCLXL inh	CIT2-GFP yeast	GRK2 inh
49	CCOC(=O)CNc1ccc2c(c1)OCO2	176*	-4.8	154*	·	8
50	CCOC(=O)c1cc(C#N)c(=S)[nH]c1C	-1	0.0	5	111	2
51	COc1cc(C(=S)N2CCOCC2)ccc1OC(=O)c1ccccc1	6	-0.7	1	97	0
52	COc1ccc(C2CC(c3cccs3)=NN2C(=O)CSc2nc3c(cnn3-c3ccccc3)c(=O)[nH]2)cc1 (stereo not given)	3	-1.5	3	101	18
53	Cc1cccc2c1NC(C)CC2C (stereo not given)	1	-0.8	5	130	4
54	CC1(C)CC(=O)C/C(=N\NC(=O)C2C3CCCCC32)C1 (stereo not given)	5	-3.6	2	96	1
55	O=C(Cn1cnc2ccccc21)c1ccc(Br)cc1	-17	0.5	-10	82	0
56	CCn1ncc(C(=O)Nc2ccc(F)cc2)c1C	-3	0.9	5	·	0
57	CCOc1cc(C(=S)N2CCCCC2)ccc1OS(=O)(=O)c1ccc(Cl)cc1	6	0.6	5	73	3
58	Cc1sc(NC(=O)c2cccc([N+](=O)[O-])c2)c(C(N)=O)c1-c1ccc(C(C)(C)C)cc1	7	0.8	8	83	3
59	CCCN1C(=O)c2cc(C(=O)Nc3ccccc3CC)ccc2C1O (stereo not given)	-1	0.0	-3	90	2

entry	GLD-1 RNA inh	Yeast superoxide	AGP1-GFP MLPCN	VLA-4 inh
49	84*	102	99	-6
50	-4	99	115	0
51	0	93	96	-8
52	-1	84	95	-37
53	-2	93	89	-7
54	4	98	100	7
55	-5	92	93	-4
56	-1	86	·	2
57	-4	106	72	1
58	-2	102	97	-13
59	1	105	99	26

# Reprinted at random: 4 entries already listed
entry	Compound	MCL1 BIM primary	MEX-5 binding	BCLXL inh	CIT2-GFP yeast	GRK2 inh
55	O=C(Cn1cnc2ccccc21)c1ccc(Br)cc1	-17	0.5	-10	82	0
56	CCn1ncc(C(=O)Nc2ccc(F)cc2)c1C	-3	0.9	5	·	0
49	CCOC(=O)CNc1ccc2c(c1)OCO2	176*	-4.8	154*	·	8
59	CCCN1C(=O)c2cc(C(=O)Nc3ccccc3CC)ccc2C1O (stereo not given)	-1	0.0	-3	90	2

entry	GLD-1 RNA inh	Yeast superoxide	AGP1-GFP MLPCN	VLA-4 inh
55	-5	92	93	-4
56	-1	86	·	2
49	84*	102	99	-6
59	1	105	99	26
